# CHX counter – counter-screen for Shiga toxin inhibitors: cycloheximide protein synthesis inhibition; cell reporter, cycloheximide protein synthesis inhibition counterscreen; max response, %; 300,000 compounds, 12% hits; in the data active = max response mostly above about 13%, no sharp cut-off; inactive = mostly below about 14%; note: read at 38.3 µM for the half of the compounds with a filed dose; 0% is about no effect
# AMA1-RON2 inh – inhibitors of Plasmodium falciparum AMA1-RON2 interaction; 360,000 compounds, 0.2% hits; Potency, µM (doses to about 58.2 µM), for inactives: top-dose activity change, negative = inhibition, hits mostly inhibitors; AlphaScreen AMA1-biotinylated RON2 peptide binding; AID 720542;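 note: potency is the fitted concentration of half-maximal effect; 0% = vehicle wells and -100% = peptide control; nearly all actives have a fitted effect of over 45% in size; some results filed as inactive show a strong effect at the top dose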
#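 AMA1 (3D7) with his tag at 25 nM final met compounds first, then biotinylated RON2 peptide at 25 nM; detection used donor plus acceptor beads, 10 µg/mL apiece, read by AlphaScreen after 30 min at room temperature.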
# LmPK inhibitor – LmPK (Leishmania mexicana) enzyme inhibition | purified LmPK, Kinase-Glo ATP luminescence, 1 h | Potency, µM (top dose mostly 57.5 µM), for inactives: top-dose activity change, negative = inhibition, usual class: inhibitors | 290,000 compounds, 0.37% hits; note: potency is the fitted concentration of half-maximal effect; % is set by controls: 0 for no effect and ±100 for the full control effect
# Target sequence (Q27686 whole entry, looked up): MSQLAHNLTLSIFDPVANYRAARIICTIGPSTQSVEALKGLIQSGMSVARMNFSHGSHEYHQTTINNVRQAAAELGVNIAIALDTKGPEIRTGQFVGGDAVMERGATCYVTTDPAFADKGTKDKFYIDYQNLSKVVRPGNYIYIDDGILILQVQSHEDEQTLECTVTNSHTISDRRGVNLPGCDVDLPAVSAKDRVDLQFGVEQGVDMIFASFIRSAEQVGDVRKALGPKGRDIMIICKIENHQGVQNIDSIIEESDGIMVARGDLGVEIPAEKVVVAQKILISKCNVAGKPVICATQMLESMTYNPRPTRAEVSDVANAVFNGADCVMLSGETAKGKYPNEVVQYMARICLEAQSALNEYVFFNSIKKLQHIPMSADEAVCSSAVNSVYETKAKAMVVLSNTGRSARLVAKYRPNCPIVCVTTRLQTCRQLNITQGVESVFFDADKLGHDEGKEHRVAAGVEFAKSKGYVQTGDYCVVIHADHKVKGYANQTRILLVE
#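 In 50 mM imidazole pH 7.2 with 7 mM MgCl2, LmPK (0.1 nM) turned over PEP (0.5 mM) and ADP (0.1 mM) for 1 h at room temperature. Luciferase read-out of ATP.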
# TbPYK inhibitor – inhibitors of Trypanosoma brucei pyruvate kinase. Q57TT1. TbPYK enzyme, Kinase-Glo Plus ATP luminescence, 45 min. Potency, µM (titrated, usually from 76.8 µM), for inactives: top-dose activity, negative = inhibition, most hits filed as inhibitors. 410,000 compounds, 0.12% hits. AID 624173; note: potency is the fitted concentration of half-maximal effect; % is set by controls: 0 for no effect and ±100 for the full control effect; nearly all actives have a fitted effect of over 50% in size
#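 Assay buffer: 50 mM TEA pH 7.2, 100 mM KCl, 10 mM MgCl2, 0.05% BSA, 0.01% Tween-20. Pyruvate kinase from T. brucei plus substrate met compound, then ADP (130 uM final). Luminescence was read post 45 min RT.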
# Shiga toxin inh – inhibitors of Shiga toxin in Vero cells. Vero cells, Shiga toxin protein synthesis inhibition reporter. 290,000 compounds, 9.2% hits. AID 2315. inhibition, % at 38.7 µM; in the data active = inhibition mostly above about 28%, no sharp cut-off; inactive = mostly below about 43%; note: 0% is about no effect
# Pf growth 48h – P. falciparum growth inhibition at 48 hours (one generation). 310,000 compounds, 5.9% hits. P. falciparum luciferase growth in erythrocytes, 48 h. Potency, µM (doses to about 28.7 µM), without a hit: at the top dose activity change, negative = inhibition, most hits filed as inhibitors; note: potency is the fitted concentration of half-maximal effect; % is set by controls: 0 for no effect and ±100 for the full control effect
#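 Here the parasites carry a stable luciferase gene and grow inside erythrocytes in Albumax-based RPMI medium with compound for one erythrocytic cycle. Activity is scored as loss of luminescent signal.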
# Pf growth 96h – P. falciparum growth inhibition at 96 hours; P. falciparum luciferase reporter growth, 96 h; Potency, µM (titrated, usually from 28.7 µM), for the others: at the top dose activity change, negative = inhibition, most hits filed as inhibitors; 320,000 compounds, 6.9% hits; AID 504834; note: potency is the fitted concentration of half-maximal effect; % is set by controls: 0 for no effect and ±100 for the full control effect
#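 Two parasite generations (96 h, 37 C, 5% CO2) of compound exposure in infected erythrocytes (0.05% parasitemia, 2% hematocrit). Luciferase-reporter P. falciparum; decreased luminescence indicates inhibited growth, aimed at apicoplast-acting delayed death.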
# * = called active by the depositor; ? = inconclusive; . = no result given; & = joins results of further samples; [ ] = remark or other dose. Unless noted, calls come from the whole dose curve; as a rule, active = well fitted curve in the direction sought with a large enough effect; inconclusive = small, poorly fitted or top-dose-only effect, or another doubt; inactive = no such curve, though single readings can be large; an effect the other way counts as inactive or inconclusive.
1. CCOC(=O)c1ccc(S(=O)(=O)Nc2ccc(N3CCOCC3)cc2)cc1
2. COc1ccc(Cc2nc3ccc(C(=O)N4C[C@@H](C)O[C@@H](C)C4)cc3o2)cc1OC
3. Cc1occc1C(=O)N/N=C/c1ccc(Br)s1
4. CC1(C)CC(=O)c2cc3c(N)c(C(=O)NCc4ccccc4)sc3nc2C1
5. COc1ccc(NC(=O)CSc2nnc(-c3cccs3)n2-c2ccccc2)cc1
6. COc1cc(NC(=O)Cn2cnc3sc(C)c(S(=O)(=O)N4CCN(C)CC4)c3c2=O)cc(OC)c1OC
7. CC(C)(C)OC(=O)N1CCN(C(=O)c2[nH]cnc2C(=O)N[C@@H](Cc2ccccc2)C(=O)OCc2ccccc2)CC1
8. COc1ccc2c(c1)[nH]c1c(=O)n(N)cnc12

assay / entry	1	2	3	4	5	6	7	8
CHX counter	-2	44*	42*	-2	-3	8	6	0
AMA1-RON2 inh	-1%	-2%	-8%	-13%	-5%	.	129%[activator]	-7%
LmPK inhibitor	1%	0%	25µM*	1%	-2%	5%	-2%	-6%
TbPYK inhibitor	3%	-5%	-1%	6%	1%	-2%	0%	4%
Shiga toxin inh	-8	62*	63*	-25	15	20	11	1
Pf growth 48h	-4%	?	23%	-8%	?	59%	?	51%[activator]
Pf growth 96h	24%	23%	30%	-1%	-3%	2%	?	5%

9. CN(C)/C=C1\N=C(c2cccs2)OC1=O
10. CCOC(=O)c1nn(-c2ccc(Cl)cc2)c2nnc(Cc3ccc(C)cc3)c(=O)n12
11. CNC(=S)N=Nc1c(O)[nH]c2ccccc12
12. CCC(C)NC(=O)Nc1ccc2c(c1)N(C)C(=O)c1ccccc1S2 (centres undefined)
13. COc1ccc2[nH]c(C)c(CCNC(=S)Nc3ccccc3OC)c2c1
14. CCOC(=O)CCCCC(=O)c1[nH]c(=O)[nH]c1CSc1nc(C)cc(C)n1
15. COc1cc2c(cc1OC)C(C(=O)N1CCN(c3ccccn3)CC1)C(c1cccs1)N(C)C2=O (centres undefined)
16. COc1ccccc1-c1nnc(SCC(=O)NCc2c(C)c(Cl)cc(C(C)C)c2O)o1

assay / entry	9	10	11	12	13	14	15	16
CHX counter	1	-1	6	-3	5	-4	8	-1
AMA1-RON2 inh	-3%	10%	31%[activator]	22%	8%	-25%	-2%	-5%
LmPK inhibitor	-3%	3%	1%	3%	0%[11.5 µM]	12%	3%	2%
TbPYK inhibitor	-2%	-11%	0%	-1%	2%	-19%	-3%	-11%
Shiga toxin inh	-3	-2	17*	-7	-15	-6	-17	-4
Pf growth 48h	33%[activator]	0%	3%	.	-2%	.	?	0%
Pf growth 96h	47%[activator]	-12%	-4%	.	-11%	7%	22%	.

17. N/C(Cc1ccc([N+](=O)[O-])cc1)=N\OC(=O)c1ccccc1Br
18. O=C(CCC1CCCCC1)NCc1cccnc1
19. CNc1cc([N+](=O)[O-])ccc1OCc1ccccc1
20. Cc1[nH]ncc1N=Cc1ccc([N+](=O)[O-])cc1
21. CCN(CC(=O)NCc1ccc(Cl)cc1)C(=O)c1ccc(C#N)cc1
22. CC1CCN(Cc2nnc(-c3cccc(Br)c3)o2)CC1
23. O=C(Nc1ccccc1Cl)c1ccn[nH]1
24. CCCn1c(CN2CCCCC2C)nc2c1c(=O)n(C)c(=O)n2C (centres undefined)

assay / entry	17	18	19	20	21	22	23	24
CHX counter	-2	2	27*	-2	3	34*	20*	-4
AMA1-RON2 inh	3%	2%	20%	-3%	-3%	8%	2%	7%
LmPK inhibitor	1%	4%	1%	-6%	0%	-7%	-7%	1%
TbPYK inhibitor	-3%	-11%	-5%	-15%	2%	6%	-7%	-4%
Shiga toxin inh	18	18	90*	-14	-2	32*	110	-6
Pf growth 48h	?	4%	22%	-20%	-13%	11%	77%[activator]	7%
Pf growth 96h	-4%	-10%	25%	?	4%	13%	74%[activator]	11%

25. COc1ccc(CCN=C(N)NS(=O)(=O)c2ccc(C)cc2)cc1OC
26. CCC(C)[C@H](NC(=O)[C@@H]1CSC2c3ccccc3C(=O)N21)C(=O)NC1CCCC1 (some centres undefined)
27. CCN(CC(=O)Nc1ccc(OC)cc1)C(=O)c1ccc2c(=O)n3c(nc2c1)CCC3
28. Cn1cnnc1SCC(=O)Nc1ccc(F)cc1
29. CN(C)Cc1c(O)ccc2c3c(c(=O)oc12)CCCCC3
30. Cc1ccccc1NC(=O)C1C2CCCCC21 (centres undefined)
31. Cc1cc(C(=O)OCC(=O)Nc2c(Cl)cccc2C(F)(F)F)c(C)o1
32. Cc1ccsc1C(=O)N[C@@H](C)c1nnc2ccccn12

assay / entry	25	26	27	28	29	30	31	32
CHX counter	-6	-1	.	7	-3	7	.	-2
AMA1-RON2 inh	-9%	-6%	-9%	-1%	10%	-1%	1%	-3%
LmPK inhibitor	-6%	-6%	.	1%	2%	1%	.	-1%
TbPYK inhibitor	-1%	-2%	-6%	1%	3%	2%	-6%	8%
Shiga toxin inh	-1	-3	.	-4	-51	34	.	-1
Pf growth 48h	-1%	?	?	.	?	0%	-7%	-4%
Pf growth 96h	37%[activator]	?	?	12%	.	71%[activator]	9%	7%

33. COc1cc(NC(=O)c2ccccc2)c(OC)cc1NC(=O)CN1C(=O)NC2(CCCCC2C)C1=O (centres undefined)
34. COc1ccc(C2=NOC(C(=O)Nc3cccnc3Cl)C2)cc1 (centres undefined)
35. COC(=O)c1ccc(CSc2nc3ccccc3c(=O)n2Cc2ccco2)o1
36. Cc1cc(OCCOCCNC(C)C)cc(C)c1Cl
37. O=C1N(c2ccccc2)C[C@@H]2C[C@@H](c3cccs3)N3CCC[C@@]123
38. CCN(CC)c1ccc(NC(=O)COC(=O)c2cccs2)cc1
39. CCOC(=O)c1cnc(SC2CCc3ccccc3C2=O)nc1N (centres undefined)
40. O=S(=O)(NCc1ccccc1)c1ccc(F)cc1Br

assay / entry	33	34	35	36	37	38	39	40
CHX counter	.	-2	16*	-4	-1	44*	33*	12&-3
AMA1-RON2 inh	0%	-5%	-11%	-28%	-7%	-16%	-6%	12%
LmPK inhibitor	.	0%	-4%	2%	-5%	-4%	-3%	1%
TbPYK inhibitor	1%	1%	-9%	0%	-4%	-15%	-16%	-4%
Shiga toxin inh	.	6	18	-13	-28	55*	71*	21&-3
Pf growth 48h	?	-13%	?	.	?	.	22%	5%
Pf growth 96h	?	?	-19%	5%	?	17%	18%	0%

41. COc1ccc(C(C)C)cc1S(=O)(=O)N1CCC(C(=O)NCc2cccnc2)CC1
42. Cc1ccc(C2C3=C(NCCN=C3c3ccccc3)C(=O)N2c2ccccc2)cc1 (centres undefined)
43. O=C(COC(=O)c1ccc(S(=O)(=O)Nc2ccccc2)cc1)NCc1ccco1
44. O=C(NCc1ccccc1Cl)c1ccc(Cn2cc(C(F)(F)F)ccc2=O)cc1
45. O=C(NCc1ccccc1)c1cccc(COc2ccccc2Cl)c1
46. O=C(Nc1ccc(Cl)c(S(=O)(=O)N2CCOCC2)c1)c1ccc(OCC2CCCO2)cc1 (centres undefined)
47. CCn1c(NC(=O)C(C)C)c2ccccc2nc1=O
48. Cc1cccc(C)c1NC(=O)c1ccc2c(c1)CCN2S(C)(=O)=O

assay / entry	41	42	43	44	45	46	47	48
CHX counter	-4	-6	-4	-1	61*	25	-1	-2
AMA1-RON2 inh	5%	-2%	0%	11%	-10%	-6%	-6%	6%
LmPK inhibitor	1%	3%	-5%	1%	3%	6%	1%	-2%
TbPYK inhibitor	-3%	-8%	.	-5%	6%	-2%	-3%	-7%
Shiga toxin inh	-15	-3	-2	-11	120*	2	12	-7
Pf growth 48h	-5%	.	.	0%	84%[activator]	12µM*	17%	14%
Pf growth 96h	?	?	?	0%	170%[activator]	4.1µM*	21%	-16%

49. COc1ccccc1/C=N\Nc1cc(C)nc(-n2nc(C)cc2C)n1
50. CCCCn1c(SCC(=O)Nc2cc(C)on2)nc2cc(S(N)(=O)=O)ccc21
51. COc1cc(NC(=O)COc2ccccc2[N+](=O)[O-])ccc1NC(=O)c1ccco1
52. COc1ccc(/C=N/NC(=O)c2cccc(NC(=O)c3ccccc3)c2)c(C(=O)O)c1OC
53. CC(C)CN(C(=O)CC(C)c1ccccc1)c1c(N)n(Cc2ccccc2)c(=O)[nH]c1=O (centres undefined)
54. Cc1ccc(NC(=O)Cn2c3ccc(F)cc3c3nc4n(c(=O)c32)CCS4)cc1F
55. Cc1ccc2c(c1)N(CC(=O)NCC1CCCO1)C(=O)C(C(C)C)O2 (centres undefined)
56. CCCn1c(=O)c(C(=O)NCc2ccc(OC)c(OC)c2)c(O)c2ccccc21

assay / entry	49	50	51	52	53	54	55	56
CHX counter	-2	.	-6	32*	.	16	-6	-6
AMA1-RON2 inh	25%	-6%	-1%	23%	-15%	-19%	24%	2%
LmPK inhibitor	1%	.	0%	0%	.	7%	-1%	5%
TbPYK inhibitor	0%	-5%	3%	6%	3%	-20%	5%	-4%
Shiga toxin inh	-9	.	-15	28	.	-6	-6	-22
Pf growth 48h	1.7µM*	-10%	-3%	14%	?	139%[activator]	15%	?
Pf growth 96h	?	?	16%	-8%	?	33%[activator]	46%[activator]	200%[activator]

# A stretch from the list above, for reference:
53. CC(C)CN(C(=O)CC(C)c1ccccc1)c1c(N)n(Cc2ccccc2)c(=O)[nH]c1=O (centres undefined)
54. Cc1ccc(NC(=O)Cn2c3ccc(F)cc3c3nc4n(c(=O)c32)CCS4)cc1F
55. Cc1ccc2c(c1)N(CC(=O)NCC1CCCO1)C(=O)C(C(C)C)O2 (centres undefined)
56. CCCn1c(=O)c(C(=O)NCc2ccc(OC)c(OC)c2)c(O)c2ccccc21

assay / entry	53	54	55	56
CHX counter	.	16	-6	-6
AMA1-RON2 inh	-15%	-19%	24%	2%
LmPK inhibitor	.	7%	-1%	5%
TbPYK inhibitor	3%	-20%	5%	-4%
Shiga toxin inh	.	-6	-6	-22
Pf growth 48h	?	139%[activator]	15%	?
Pf growth 96h	?	33%[activator]	46%[activator]	200%[activator]

# Next part:
57. Cc1cnc(N2C(=O)c3ccc([N+](=O)[O-])cc3C2=O)s1
58. O=C(Cc1ccc(NS(=O)(=O)c2ccc(F)cc2)cc1)NCc1cccnc1
59. S=c1[nH]c(-c2ccccc2)cn1/N=C/c1ccncc1
60. O=C(NC1C=CS(=O)(=O)C1)c1sc2ccccc2c1Cl (centres undefined)
61. COc1nsnc1NS(=O)(=O)c1ccc(NC(=S)NC(=O)c2ccncc2)cc1

assay / entry	57	58	59	60	61
CHX counter	-2	-6	1	17*	-1
AMA1-RON2 inh	5%	0%	63%[activator]	0%	8%
LmPK inhibitor	-6%	8%	4.5µM*	4%	-5%
TbPYK inhibitor	3%	2%	?	-3%	-4%
Shiga toxin inh	-5	-8	21	32	-4
Pf growth 48h	1%	2%	?	8.3µM*	-4%
Pf growth 96h	40%[activator]	-4%	?	.	8%

# Source: PubChem (National Center for Advancing Translational Sciences (NCATS))
